High-throughput results from PubChem.
FBPA Giardia inh: blocks Giardia fructose-bisphosphate aldolase activity; Potency, µM (highest dose often 59.6 µM), without a hit: at the top dose activity, negative = inhibition, actives largely listed as inhibitors; AID 2451; A8B2U2; purified Giardia FBPA; 290,000 compounds, 0.71% hits; also: potency is read from the fitted curve at half-maximal effect; nearly all actives have a fitted effect of over 55% in size
Target sequence (A8B2U2 whole entry, looked up): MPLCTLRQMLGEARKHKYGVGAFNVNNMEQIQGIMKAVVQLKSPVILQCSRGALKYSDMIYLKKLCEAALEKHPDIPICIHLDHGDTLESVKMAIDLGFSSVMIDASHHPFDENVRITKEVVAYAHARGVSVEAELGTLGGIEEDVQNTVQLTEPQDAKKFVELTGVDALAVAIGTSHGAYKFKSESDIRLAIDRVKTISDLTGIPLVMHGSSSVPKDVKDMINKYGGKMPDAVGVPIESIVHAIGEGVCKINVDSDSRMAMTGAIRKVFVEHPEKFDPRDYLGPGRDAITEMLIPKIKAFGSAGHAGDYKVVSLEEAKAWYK
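40 nM FBPA preincubated 10 min at RT with compound (up to 57.5 uM final), then substrate plus GAPDH/TPI/NAD/arsenate coupling and diaphorase/resazurin added. Fluorescence read after 20 min at RT, 525/598 nm.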
AmpC detergent: AmpC beta-lactamase inhibition with detergent present; P00811; AmpC hydrolysis of nitrocefin, absorbance 480 nm, 0.01% Triton; Potency, µM (highest dose often 114 µM), for the others: top-dose activity change, negative = inhibition, usual class: inhibitors; 370,000 compounds, 0.041% hits; AID 485294;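 also: potency is read from the fitted curve at half-maximal effect; 0% = no-compound wells and -100% = no-enzyme wells; nearly all actives have a fitted effect of over 25% in size; some results filed as inactive show a strong effect at the top dose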
Target sequence (P00811 whole entry, looked up): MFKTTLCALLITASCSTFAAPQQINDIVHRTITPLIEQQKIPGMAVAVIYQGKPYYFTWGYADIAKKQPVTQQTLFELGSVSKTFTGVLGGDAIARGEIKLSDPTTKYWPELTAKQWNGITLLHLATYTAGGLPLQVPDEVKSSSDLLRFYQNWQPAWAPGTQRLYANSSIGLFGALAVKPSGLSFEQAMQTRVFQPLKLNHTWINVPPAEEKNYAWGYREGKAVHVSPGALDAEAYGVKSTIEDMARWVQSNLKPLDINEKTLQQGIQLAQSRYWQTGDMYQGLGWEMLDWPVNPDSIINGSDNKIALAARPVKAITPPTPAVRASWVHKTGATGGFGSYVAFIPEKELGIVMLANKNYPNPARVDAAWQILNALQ
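20 mM phosphate pH 7.0 + 0.01% (detergent screen) or 0.0001% Triton X-100; 5.3 nM AmpC reagent; cpd preinc 15 min RT; nitrocefin (800 uM stock) to start; A480 q20 s × 4 min; Activity was normalised to no-enzyme and no-compound control wells.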
Sm TGR inh: blocks Schistosoma mansoni thioredoxin glutathione reductase | Q962Y6 | purified TGR, DTNB reduction, TNB absorbance 405 nm | Potency, µM (highest dose often 114 µM), for inactives: at the top dose activity change, negative = inhibition, actives largely listed as inhibitors | 360,000 compounds, 3% hits; also: potency is read from the fitted curve at half-maximal effect; nearly all actives have a fitted effect of over 60% in size
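TGR 20 nM + NADPH 100 uM (dispensed conc.), cpd preinc 15 min RT; start with NADPH (500 uM addition) then DTNB (15 mM addition). Kinetic TNB absorbance, 405 nm filter. Four-parameter Hill fit across titration.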
HCMV inh: inhibitors of human cytomegalovirus; HFF cells, HCMV-luciferase reporter, 72 h; active compounds read low; activity change, negative = inhibition, % at 57.5 µM; 410,000 compounds, 4.5% hits; AID 1259415; in the data active = activity change below about -60%; inconclusive = no clear call, values can overlap the other calls; inactive = above about -39%
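Cell-based, HFFs, 1000 cells/well, 16 h 37C; cpds in DMSO + HCMV-luc, MOI 1 PFU/cell; 72 h 37C; OneGlo luminescence after 5 min RT; norm. to buffer vs Salinomycin 10uM.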
AmpC inh no detg: AmpC beta-lactamase inhibition without detergent; P00811; AmpC nitrocefin hydrolysis, absorbance 480 nm, 0.0001% Triton; Potency, µM (titrated, usually from 57.1 µM), without a hit: at the highest dose activity change, negative = inhibition, hits mostly inhibitors; 330,000 compounds, 0.52% hits; AID 485341;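 also: potency is read from the fitted curve at half-maximal effect; plate controls were no compound for no effect and no enzyme for full effect; nearly all actives have a fitted effect of over 20% in size; some results filed as inactive show a strong effect at the top dose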
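20 mM phosphate pH 7.0 + 0.01% (detergent screen) or 0.0001% Triton X-100; 5.3 nM AmpC reagent; cpd preinc 15 min RT; nitrocefin (800 uM stock) to start; A480 q20 s × 4 min; Activity was normalised to no-enzyme and no-compound control wells.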
AMA1 RON2 block: disrupts binding of P. falciparum AMA1 to RON2; AlphaScreen AMA1-biotinylated RON2 peptide binding; Potency, µM (top dose mostly 58.2 µM), for the others: at the highest dose activity change, negative = inhibition, most hits filed as inhibitors; 360,000 compounds, 0.2% hits;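 also: potency is read from the fitted curve at half-maximal effect; 0% = vehicle wells and -100% = peptide control; nearly all actives have a fitted effect of over 45% in size; some results filed as inactive show a strong effect at the top dose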
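AMA1 (3D7) with his tag at 25 nM final met compounds first, then biotinylated RON2 peptide at 25 nM; detection used donor plus acceptor beads, 10 µg/mL apiece, read by AlphaScreen after 30 min at room temperature.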
An asterisk follows results filed as active; ? = inconclusive; . = not tested or not shown; [ ] = dose if it differs, or a comment. Unless noted, calls follow the shape of the dose curve; as a rule, active = well fitted curve in the direction sought with a large enough effect; inconclusive = small, poorly fitted or top-dose-only effect, or another doubt; inactive = no such curve, though single readings can be large; an effect the other way counts as inactive or inconclusive. Unless noted, % is scaled to controls: 0 for no effect and ±100 for the full control effect.

| No. | Compound | FBPA Giardia inh | AmpC detergent | Sm TGR inh | HCMV inh | AmpC inh no detg | AMA1 RON2 block |
| --- | --- | --- | --- | --- | --- | --- | --- |
| 1 | COc1ccc(-n2ncc3c(=O)n(CC(=O)N4CCCc5ccccc54)cnc32)cc1 | 4% | -3% | 25% | ? | 27% | -1% |
| 2 | CC(CN1CCOCC1)OC(=O)c1ccc(Br)cc1 (centres undefined) | -16% | ? | -8% | -14 | -39% | -4% |
| 3 | Cc1ccc(S(=O)(=O)NCCC(=O)NC2CC2)cc1 | . | -1% | 3% | 0 | -3% | 11% |
| 4 | O=C(CNC(=O)c1ccccc1)OCc1cc(=O)n2ccsc2n1 | . | -3% | 7% | -4 | . | . |
| 5 | CCc1nnc(NC(=O)c2c(C)nn(-c3ccccc3)c2Cl)s1 | 8% | ? | 1% | -7 | 4% | -4% |
| 6 | O=C(Nc1cccc(NC(=O)c2ccccc2Cl)c1)c1cccc(Br)c1 | . | 13% | 3% | 74 | . | . |
| 7 | O=C(CCC(=O)N1CCOCC1)NCCc1ccc(Cl)cc1Cl | 10% | ? | 0% | 0 | -2% | 15% |
| 8 | CC(=O)NC(CC(=O)O)c1ccc(F)cc1 (centres undefined) | 1% | -2% | 3% | -30 | -8% | -11% |
| 9 | c1ccc(COc2cccc(CN3CCCCC3)c2)cc1 | ? | ? | 1% | ? | -20% | -3% |
| 10 | N#Cc1c(N)n(-c2ccc(O)cc2)c2nc3ccccc3nc12 | -1% | 3% | -3% | 37 | -17% | -7% |

Exported with values under each structure: entries from further up
Values in the order: FBPA Giardia inh, AmpC detergent, Sm TGR inh, HCMV inh, AmpC inh no detg, AMA1 RON2 block
2: CC(CN1CCOCC1)OC(=O)c1ccc(Br)cc1 (centres undefined)
 : -16%, ?, -8%, -14, -39%, -4%
3: Cc1ccc(S(=O)(=O)NCCC(=O)NC2CC2)cc1
 : ., -1%, 3%, 0, -3%, 11%
4: O=C(CNC(=O)c1ccccc1)OCc1cc(=O)n2ccsc2n1
 : ., -3%, 7%, -4, ., .
5: CCc1nnc(NC(=O)c2c(C)nn(-c3ccccc3)c2Cl)s1
 : 8%, ?, 1%, -7, 4%, -4%
6: O=C(Nc1cccc(NC(=O)c2ccccc2Cl)c1)c1cccc(Br)c1
 : ., 13%, 3%, 74, ., .
7: O=C(CCC(=O)N1CCOCC1)NCCc1ccc(Cl)cc1Cl
 : 10%, ?, 0%, 0, -2%, 15%
8: CC(=O)NC(CC(=O)O)c1ccc(F)cc1 (centres undefined)
 : 1%, -2%, 3%, -30, -8%, -11%
9: c1ccc(COc2cccc(CN3CCCCC3)c2)cc1
 : ?, ?, 1%, ?, -20%, -3%
10: N#Cc1c(N)n(-c2ccc(O)cc2)c2nc3ccccc3nc12
 : -1%, 3%, -3%, 37, -17%, -7%

The listing continues:
| No. | Compound | FBPA Giardia inh | AmpC detergent | Sm TGR inh | HCMV inh | AmpC inh no detg | AMA1 RON2 block |
| --- | --- | --- | --- | --- | --- | --- | --- |
| 11 | COc1ccc2oc(-c3ccc(C)c(NC(=O)c4sc5ccccc5c4Cl)c3)nc2c1 | . | 1% | -6% | 47 | . | . |
| 12 | C[C@]12CCC(=O)C[C@@H]1CC[C@@H]1[C@@H]2CC[C@]2(C)[C@@H](O)CC[C@@H]12 | . | . | . | -61* | -2% | -6% |
| 13 | CCOC1OC(=O)C(Cl)=C1Nc1ccc(C)cc1 (centres undefined) | 10% | -8% | -2% | -20 | -19% | -18% |
| 14 | Cc1ccc(S(=O)(=O)N2CCN(C(=O)CCc3c[nH]c4ccccc34)CC2)c(C)c1 | . | -18% | -15% | 3 | 13% | -21% |
| 15 | CN(Cc1nc(-c2cnccn2)no1)CC1(c2ccccc2)CC1(C)C (centres undefined) | 1% | 1% | -5% | -12 | 139%[activator] | -7% |
| 16 | CCn1c(SCC(=O)Nc2oc(C)c3c(C)n[nH]c(=O)c23)nc2sc(C)c(C)c2c1=O | . | -12% | -9% | . | -23% | 24% |
| 17 | NC(=O)CSc1nnc(-c2cnccn2)n1-c1ccccc1 | -5% | -1% | -1% | -26 | -20% | 5% |
| 18 | O=S(=O)(c1ccc(F)cc1)N1CCN(c2ncccn2)CC1 | 0% | -1% | 8% | -33 | -11% | -16% |
| 19 | C/C=C1\NC(=O)[C@H](C)NC(=O)[C@@H](NC(=O)[C@@H](Cc2ccc(O)cc2)NC(=O)[C@@H](NC(=O)/C(C)=C/C)C(C)C)[C@@H](C)OC(=O)[C@H](CCCCc2ccc(O)cc2)NC(=O)[C@@H](CCC(=O)O)NC1=O | . | . | . | -2 | 31% | 3% |
| 20 | CC1(C)OC(=O)C(=CNCC(=O)NCC(=O)O)C(=O)O1 | 2% | 2% | 6% | -17 | -11% | 0% |
| 21 | O=C(Cc1cccs1)N1CCC(c2nc3c(nnn3Cc3ccccc3)c(=O)[nH]2)CC1 | 11% | -1% | -4% | ? | 58% | -8% |
| 22 | CN(C)S(=O)(=O)c1cccc(NC(=O)COC(=O)c2cccnc2Cl)c1 | . | . | . | 23 | -21% | -7% |
| 23 | c1cncc(Nc2c3ccccc3nc3ccccc23)c1 | 0% | 5% | -3% | -86* | -29% | -20% |
| 24 | O=C1N(c2nncs2)CCN1[N+](=O)[O-] | 1% | -3% | 3% | -38 | -11% | -9% |
| 25 | CN(C)C(=O)N1CCC(C(=O)NCc2ccc3c(c2)OCO3)CC1 | 6% | -6% | -16% | -22 | -11% | -5% |
| 26 | O=C(COC(=O)c1cc([N+](=O)[O-])ccc1N1CCOCC1)Nc1ccccc1OC(F)F | . | -2% | 4% | 2 | -24% | -20% |
| 27 | CN(C1CCCCC1)S(=O)(=O)c1ccc2c(c1)c(=O)c(C(=O)N1CCN(c3ccccc3)CC1)cn2C | . | 3% | 9% | 28 | . | . |
| 28 | CCc1nn(CC(=O)NCCCN(Cc2ccccc2)C(C)C)c(=O)c2cc3sccc3n12 | 3% | -5% | 1% | -63* | -14% | 5% |
| 29 | Cc1ccc2cc3cc(C(=O)N(CC(=O)NC4CCCC4)c4cccc(C)c4C)sc3nc2c1 | -3% | 3% | 3% | ? | 16% | 18% |
| 30 | CN1C(=O)c2cccc3c(S(=O)(=O)Nc4cccc(C(=O)O)c4)ccc1c23 | . | 25% | 4% | 2 | . | . |
| 31 | O=C(CN1C(=O)c2ccccc2C1=O)NC1CCC(O)CC1 (centres undefined) | . | 1% | 0% | -40 | -8% | -1% |
| 32 | O=C(O)C1CCCCN1C(=O)c1ccc(S(=O)(=O)N2CCCCCC2)cc1 (centres undefined) | . | 3% | -19% | 0 | -7% | -1% |
| 33 | O=C(O)c1cccc(C(=O)O)c1 | -20% | -9% | -7% | 0 | -9% | -1% |
| 34 | COc1ccc([N+](=O)[O-])cc1NC1C2CC3CC(C2)CC1C3 (centres undefined) | . | 2% | 7% | -35 | -12% | -2% |
| 35 | Cn1c2ccccc2c(=O)c2cc(C#Cc3ccsc3)ccc21 | -16% | -9% | ? | 62 | -26% | 20% |
| 36 | O=C1CC(NNc2nc3ccccc3s2)C(=O)N1c1ccc(F)cc1 (centres undefined) | 0% | 1% | -1% | 52 | -20% | 29% |
| 37 | Cn1c2ccccc2c2cc([N+](=O)[O-])ccc21 | -3% | 1% | -2% | -19 | -21% | -15% |
| 38 | O=C(NCc1cc(C(F)(F)F)cc(C(F)(F)F)c1)C1CC(c2cccc(F)c2)=NO1 (centres undefined) | 3% | -7% | 13% | -3 | 15% | 41%[activator] |
| 39 | Cc1ccc2[nH]cc(C(=O)CN3CCC4(CC3)OCCO4)c2c1 | -3% | -4% | -19% | 66 | -23% | 38%[activator] |
| 40 | CCCCNC(=O)c1c(C)oc2ncn(CC(C)C)c(=O)c12 | . | -9% | 0% | 4 | . | . |
| 41 | COc1ccc(C(=O)c2ccc(N3CCOCC3)c([N+](=O)[O-])c2)cc1 | -3% | -2% | 0% | -27 | -15% | ? |
| 42 | CC(=O)c1cccc(NC(=O)c2c(F)c(F)c(F)c(F)c2F)c1 | -1% | -7% | 0% | -12 | 4% | 41%[activator] |
| 43 | Cc1ccc(-c2nnc(SCc3cccc(C#N)c3)o2)cc1 | . | -1% | -5% | -10 | . | . |
| 44 | CCN(CC)S(=O)(=O)c1cccc(NC(=O)c2ccc(Sc3nncn3C)c([N+](=O)[O-])c2)c1 | -9% | -14% | 1% | -34 | 41% | 7% |
| 45 | Cc1cnc([N+](=O)[O-])n1CCOC(=O)NC(=O)c1ccccc1 | 1% | 6% | 2% | 12 | -12% | -1% |
| 46 | O=C(c1cccs1)N(C(=O)c1cccs1)c1ccc(Br)cn1 | 6% | 2% | -24% | 1 | -27% | -7% |
| 47 | CC/C(=N\Nc1ccccc1)c1c(O)n(C)c(=O)n(C)c1=O | -1% | 6% | -3% | 2 | -22% | 12% |
| 48 | CC1=C(C(=O)N(C)C)C(c2ccc(C)s2)NC(=S)N1 (centres undefined) | 4% | 6% | 5% | 27 | -12% | 2% |
| 49 | O=C(Nc1cccs1)Nc1ccccc1Br | -8% | 0% | -11% | -21 | -35% | -4% |
| 50 | Cc1cc(C(=O)OCC(=O)NCc2ccc(Cl)cc2)c(C)o1 | 3% | 5% | -1% | ? | -12% | -2% |
| 51 | COc1cc(OC)cc(C(=O)NC(C(=O)Nc2ccc3c(c2)OCO3)C(C)C)c1 (centres undefined) | . | -1% | -15% | 3 | -32% | -9% |
| 52 | CC1=C(C(=O)OCC2CCCO2)C(c2ccncc2)C2=C(CCCC2=O)N1 (centres undefined) | 1% | -2% | 2% | -1 | -1% | -13% |
| 53 | Cc1[nH]c(=O)[nH]c(=O)c1/C=N/NC(=O)[C@H](C)N | ? | 5% | 50µM* | -7 | -5% | 91%[activator] |
| 54 | Cc1cccc(CCN2C(Nc3ccccc3)=NC[C@@H]2C)c1 | . | -14% | -2% | -26 | -16% | 6% |
| 55 | Cc1nnc(SCC(=O)NCc2ccco2)n1-c1ccc(F)cc1 | -2% | 2% | 0% | -13 | 6% | 25% |
| 56 | Cc1ccc(S(=O)(=O)N(CCC(=O)N2CCOCC2)c2ccccc2)cc1 | . | ? | -9% | -11 | -15% | 5% |
| 57 | O=C1CCc2cc(S(=O)(=O)NC(Cc3ccccc3)C(=O)NC3CCCC3)ccc2N1 (centres undefined) | 10% | -21% | 5% | 7 | -5% | 0% |
| 58 | CNS(=O)(=O)c1ccc(-c2ccc(C=C3C(=O)NC(=O)NC3=O)o2)cc1 | -3% | -13% | ? | 40 | -13% | -1% |
| 59 | C/C(=N\Nc1nc(-c2cc(C)ccc2C)cs1)c1cc2ccccc2oc1=O | 1% | -12% | -3% | 30 | -35% | 38%[activator] |
